Bioassay records deposited in PubChem BioAssay by several laboratories.
Diaphorase act: diaphorase activation or chemical reduction counter-screen | AID 1229 | 190,000 tested, 0.005% active | Diaphorase/resazurin coupled assay, resorufin fluorescence, 16 min; active compounds read high; 1 = vehicle wells, 0 = NADH-free wells | activation factor at 20 µM;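 active means diaphorase activity raised at least twofold by the compound at 20 µM; inactive means activation factor below 2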
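test system = bacterial diaphorase enzyme (C. kluyveri) | quantity = enzyme 0.07 U/mL final | reagent = NADH substrate 0.114 mM plus resazurin dye 0.1 mM, final | incubation = 16 min enzyme reaction, ambient temperature | buffer or medium = HEPES pH 7.4 buffer with MgCl2 and Tween 20 | signal = fluorescence of resorufin, 544 nm excitation, 590 nm emission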
PMI act: activators of human phosphomannose isomerase | 190,000 tested, 0.005% active | AID 1214 | activation factor at 20 µM | purified human PMI, coupled resazurin fluorescence, 20 min; active compounds read high; 1 = vehicle control, 0 substrate-free wells;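 active means activation factor of 2 or more at 20 µM, relative to plate controls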
PPARg SRC-2 ag: promotes SRC-2 coactivator recruitment by human PPARgamma; P37231; PPARgamma LBD-SRC-2 recruitment, biochemical; activation, % at 8 µM; 200,000 tested, 0.34% active; in the data active means activation above about 22%;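 further: 0% = vehicle and 100% = reference agonist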
Diaphorase inh: counter-screen for diaphorase-based assays: diaphorase inhibitors and chemical oxidizers. diaphorase resazurin-to-resorufin fluorescence, NADH, 16 min; bacterial (C. kluyveri) enzyme, not human. inhibition, % at 20 µM. 190,000 tested, 0.69% active;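 active means primary screen inhibition at 20 µM above a set limit, cut at about 50% in these data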;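 further: plate controls were DMSO with full reaction for no effect and wells lacking NADH for full effect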
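System: Bacterial diaphorase enzyme (C. kluyveri) | Incubation: 16-min room-temperature incubation before reading | Benchmarks: No-NADH positive control and DMSO neutral control | Measured by: Resorufin fluorescence 544/590 nm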
PPARg SRC-1 ag: PPARgamma-driven SRC-1 recruitment agonism; P37231; PPARgamma-SRC-1 coactivator recruitment biochemical assay; activation, % at 8 µM; 200,000 tested, 0.41% active; AID 631; in the data active means activation above about 19%;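 further: 0% = DMSO and 100% = reference agonist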
S1P3 antagonist: antagonists of human S1P3 receptor; CHO S1P3 NFAT-BLA reporter, FRET fluorescence, antagonist mode; inhibition, % at 4.98 µM; 170,000 tested, 0.27% active; AID 485;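 active means inhibition above the plate cutoff, the mean inhibition of test wells on that plate plus 3 SD, cut at about 28% in these data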;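 further: cells challenged with S1P at its EC80 of 0.8 µM; blue over green emission ratio from cleaved BLA substrate after 4 h stimulation; 0% = S1P-stimulated wells and 100% = unstimulated DMSO-only wells; some compounds past the cut are filed as inactive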
Target sequence (Q99500 whole entry, looked up): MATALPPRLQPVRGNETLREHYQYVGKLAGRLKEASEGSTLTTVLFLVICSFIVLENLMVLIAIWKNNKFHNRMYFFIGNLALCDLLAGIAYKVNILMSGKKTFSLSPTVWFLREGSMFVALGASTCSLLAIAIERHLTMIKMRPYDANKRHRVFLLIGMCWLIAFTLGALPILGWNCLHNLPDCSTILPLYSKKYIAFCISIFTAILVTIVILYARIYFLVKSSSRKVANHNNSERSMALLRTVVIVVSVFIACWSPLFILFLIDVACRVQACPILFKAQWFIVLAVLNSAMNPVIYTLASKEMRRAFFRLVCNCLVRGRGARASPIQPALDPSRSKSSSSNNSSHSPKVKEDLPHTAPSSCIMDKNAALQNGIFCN
ROMK primary: human ROMK K+ channel modulation, primary screen; 130,000 tested, 2% active; AID 1918; Tet-inducible ROMK, thallium flux fluorescence; actives lie on both sides; B-score at 10 µM;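 active means signal ratio slope over the read window, or its plate-corrected B-score, at least 3 SD from the plate mean, either direction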;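 further: B-score of the F/F0 ratio slope over 7 to 12 s after thallium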
Target sequence (P48048 whole entry, looked up): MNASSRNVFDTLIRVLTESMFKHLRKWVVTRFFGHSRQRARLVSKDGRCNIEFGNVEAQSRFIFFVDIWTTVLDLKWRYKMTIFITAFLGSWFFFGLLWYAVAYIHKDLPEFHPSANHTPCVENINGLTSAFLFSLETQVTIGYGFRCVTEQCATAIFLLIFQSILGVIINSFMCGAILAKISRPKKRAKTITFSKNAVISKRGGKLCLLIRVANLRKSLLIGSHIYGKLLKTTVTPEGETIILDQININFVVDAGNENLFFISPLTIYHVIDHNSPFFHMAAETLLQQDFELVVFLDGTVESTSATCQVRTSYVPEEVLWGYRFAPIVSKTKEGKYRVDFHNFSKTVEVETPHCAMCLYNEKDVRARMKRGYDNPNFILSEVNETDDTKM
G6PDH CS: inhibits Leuconostoc G6PDH, flagging false hits in G6PDH-based assays. Purified L. mesenteroides G6PDH, diaphorase/resazurin coupled fluorescence, 45 min. 200,000 tested, 0.12% active. inhibition, % at 5 µM; in the data active means inhibition above about 50%
PPARg SRC3 recr: promotes SRC-3 coactivator recruitment by human PPARgamma. biochemical PPARgamma/SRC-3 coactivator recruitment assay. activation, % at 8 µM. 200,000 tested, 0.26% active; in the data active means activation above about 23%;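 further: 0% = DMSO and 100% = reference agonist; some compounds past the cut are filed as inactive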
SRC2 TRFRET art: TR-FRET artefact, counter-screen to PPARgamma/SRC-2 agonist assay | active compounds read high | TR-FRET ratio at 8 µM | 200,000 tested, 0.4% active; in the data active means TR-FRET ratio above about 2000; further: inactives centre near 1500
PMI act hi M6P: activators of human phosphomannose isomerase at near-saturating mannose 6-phosphate; 190,000 tested, 0.34% active; AID 1216; P34949; activation factor at 20 µM; coupled PMI enzyme assay, resazurin fluorescence, 20 min; active compounds read high; 1 = untreated enzyme, 0 = substrate-free blank;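 active means activation factor of 2 or more at 20 µM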
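Material: human phosphomannose isomerase with PGI, G6PDH, diaphorase coupling enzymes. Quantity: 15 ng/mL PMI. Medium: HEPES pH 7.4 buffer with MgCl2 and Tween-20. Reagent: Near-saturating mannose-6-phosphate, 1.0 mM. Compound: 20 µM single dose. Times: enzyme reaction with compound 20 min at room temperature. Detection: resorufin fluorescence at Ex 544/Em 590 nm.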
Active calls of the source: *; nt = no result given. The order is random; any-hit rate near 3.3%.

SMILES	Diaphorase act	PMI act	PPARg SRC-2 ag	Diaphorase inh	PPARg SRC-1 ag	S1P3 antagonist	ROMK primary	G6PDH CS	PPARg SRC3 recr	SRC2 TRFRET art	PMI act hi M6P
CN(C(=O)c1ccccc1C(=O)OCC(=O)NC(=O)NC(C)(C)C)C1CCCCC1	0.9	0.9	-7	10	-2	-18	-0.21	19	0	1397	0.9
COc1ccc(CCNC(=O)c2noc3c2CCCC3)cc1OC	0.8	0.9	9	23	9	21	nt	3	2	1500	0.9
N#C/C(C(=O)N1CCOCC1)=C1\Nc2ccccc2S1	1.1	1	14	-6	-2	-26	nt	29	3	1447	1
O=c1[nH]c2cc([N+](=O)[O-])c([N+](=O)[O-])cc2[nH]c1=O	0.9	0.9	-5	11	3	-15	0.093	12	-4	1268	0.8
c1ccc(Nc2nc(N3CCNCC3)nc(N3CCOCC3)n2)cc1	1	1	12	0	4	nt	-2.1	5	-7	1444	1
O=C(NCc1ccccc1)c1cnsn1	0.9	0.9	3	6	0	-9	nt	10	-4	1466	0.9
O=C(COC(=O)C1CCN(/C=C/C(=O)C(F)(F)F)CC1)Nc1ccccc1	0.8	0.9	9	16	2	-11	0.53	2	4	1466	1
Oc1ccc2ccccc2c1C=Nc1ccc(N2CCOCC2)cc1	0.8	0.6	19	22	0	nt	-0.57	29	5	1566	0.7
CC(/C=N/Nc1nnc(C)c(=O)[nH]1)=C\c1ccccc1	1	0.8	0	3	3	nt	-0.059	-1	4	1518	0.9
COc1cc2c(cc1OC)CN(c1ccc([N+](=O)[O-])cc1C#N)CC2	0.8	0.8	2	17	0	14	nt	-14	1	1573	0.9
Cc1ccc(-c2nc(C#N)c(NCCCn3ccnc3)o2)cc1	1.1	1	4	-13	5	-1	-1.6	12	3	1648	0.9
COc1ccc(N2CCN(C(=O)CN(C)S(=O)(=O)c3cc(C)ccc3OC)CC2)cc1	1	0.9	-2	0	-6	0	0.65	12	-1	1409	0.8
O=C(COC(=O)/C=C/c1cccs1)Nc1cccc(S(=O)(=O)N2CCCC2)c1	0.8	0.9	-3	16	9	-15	-0.86	0	0	1488	1
CCc1oc2ccccc2c1C(=O)CCN1CCCCC1	0.9	0.6	7	9	2	-6	nt	7	14	1551	0.6
COc1ccc(/C=N/NC(=O)CSc2nnc(C)n2-c2ccccc2)c(OC)c1OC	1	1	-1	2	-1	nt	nt	5	1	1460	1
N#C/C(=C/c1ccc(-c2ccccc2[N+](=O)[O-])o1)C(N)=O	0.9	0.9	8	15	10	-11	0.79	7	4	1530	0.5
Cc1cc2cc(CNC(=O)NC3CCCCC3)ccc2[nH]1	0.9	0.9	-3	12	-3	2	0.0063	-12	2	1677	0.9
Cc1cc(C)n(C(=O)C(C)N2C(=O)c3ccccc3C2=O)n1 (centres undefined)	0.9	1	3	13	8	-25	nt	3	-2	1585	0.9
O=C(CSc1ccc(Cl)cc1)Nc1ccccc1Oc1ccccc1	0.7	0.9	9	29	8	-10	nt	-19	-4	1705	0.9
COc1cc(NC(=S)NC2CC(C)(C)NC(C)(C)C2)c(OC)cc1Cl	1	1	8	-5	7	-16	-0.62	4	2	1617	0.9

Reprinted at random: two entries already listed
SMILES	Diaphorase act	PMI act	PPARg SRC-2 ag	Diaphorase inh	PPARg SRC-1 ag	S1P3 antagonist	ROMK primary	G6PDH CS	PPARg SRC3 recr	SRC2 TRFRET art	PMI act hi M6P
COc1cc2c(cc1OC)CN(c1ccc([N+](=O)[O-])cc1C#N)CC2	0.8	0.8	2	17	0	14	nt	-14	1	1573	0.9
COc1cc(NC(=S)NC2CC(C)(C)NC(C)(C)C2)c(OC)cc1Cl	1	1	8	-5	7	-16	-0.62	4	2	1617	0.9

(list continues)
SMILES	Diaphorase act	PMI act	PPARg SRC-2 ag	Diaphorase inh	PPARg SRC-1 ag	S1P3 antagonist	ROMK primary	G6PDH CS	PPARg SRC3 recr	SRC2 TRFRET art	PMI act hi M6P
COc1ccccc1CNC(=O)c1ccc(S(=O)(=O)N(C)C)cc1	0.9	0.9	0	12	-1	-42	nt	-18	4	1625	0.9
COc1ccc(CCN=C2SCC(=O)N2C)cc1OC	1	1	0	3	-3	-10	nt	2	2	1497	1
CCOc1ccc(C2=Nn3c(nnc3-c3ccc(OC)cc3)SC2)cc1	0.9	1	5	12	6	18	nt	1	-2	1400	1
CCSc1nnc2c(Cl)cc(Cl)cn12	0.8	1	2	24	3	-4	-1.8	4	4	1417	1
CCOC(=O)c1cccc(NC(=O)CN2C(=O)C3C4C=CC(C4)C3C2=O)c1 (centres undefined)	0.7	0.8	4	26	2	8	nt	-10	10	1607	0.8
COc1cccc(Cn2c(OCC3CCCO3)nc3c2c(=O)n(C)c(=O)n3C)c1 (centres undefined)	1.1	1	7	-5	2	1	-0.034	2	-3	1568	1
Cc1ccccc1N1C(=O)CC1(C#N)c1ccc(OCc2ccccc2)cc1 (centres undefined)	0.9	1	-4	6	-1	15	-0.71	-3	0	1368	1
COC(=O)c1c(NC(=S)Nc2ccc(F)cc2[N+](=O)[O-])sc2c1CCCCC2	0.8	0.4	1	18	-7	-1	nt	-3	1	1602	0.6
Cc1ccc(OCCOC(=O)Cn2nc(C)c([N+](=O)[O-])c2C)cc1	1	1	7	-2	12	-9	-0.41	4	6	1612	1
Cn1nc(CC(=O)NCc2ccc(F)cc2)c2ccccc2c1=O	0.9	1	8	11	-1	nt	nt	2	-4	1563	1
O=C(CCCc1ccccc1)NCCN1CCOCC1	0.9	1.1	4	7	0	30	nt	10	11	1589	1
COc1ccc(Cl)cc1NC(=O)CCc1ccccc1	0.9	1	2	9	-3	nt	-0.35	0	0	1553	1
O=C(Nc1ccc2snnc2c1)N1CCCCC1	0.9	1.1	4	8	-1	-4	0.32	9	1	1367	0.9
CCNC(=S)Nc1cc(C(=O)N2CCCC2)ccc1N1CCCC1	1	1	8	3	-4	10	0.68	0	3	1578	1
C=CCn1c(SCC(=O)c2cccs2)nc2sc(CC)cc2c1=O	0.8	1	4	17	1	25	nt	6	-4	1453	0.9
Cc1cc(C)nc(NS(=O)(=O)c2ccc(NC(=O)c3ccc4c(c3)OCO4)cc2)n1	0.9	1	-3	7	7	-46	nt	14	0	1649	1
CC1CC(C)CN(C(=O)CNC(=O)Cn2ccc3ccccc3c2=O)C1 (centres undefined)	1	1.1	-1	0	-2	-11	-0.47	16	0	1252	1
CC(=O)c1cccc(S(=O)(=O)N(C)C2CCN(C)CC2)c1	1	1.1	3	-2	4	6	0.62	8	0	1680	1
Cc1ccc(S(=O)(=O)n2cnc3cc([N+](=O)[O-])ccc32)c(C)c1	1	1.3	-15	3	4	2	nt	-8	-2	1566	1.4
CCC(Sc1nnc(-c2ccc(C)c(Cl)c2)n1CC)C(=O)Nc1nccs1 (centres undefined)	0.9	1	-1	13	0	30	nt	4	12	1497	1
Cc1cc(N)nc(C)c1C#N	0.9	1.1	-2	5	1	14	1.1	2	-3	1531	1
CCOC(=O)Cn1cc(C=O)c2ccccc21	0.9	1	1	11	-5	nt	-0.16	-8	-4	1287	1
Cn1cnnc1SCC(=O)NN(c1ccccc1)c1ccccc1	0.9	1	9	7	-1	6	-0.83	1	1	1600	1
N/C(=N\c1nc(CSc2ccc(Cl)cc2)cc(=O)[nH]1)Nc1ccccc1C(F)(F)F	0.8	0.9	-3	15	-4	-7	0.49	11	-9	1520	1
CCN(CC)CCCn1c(=S)[nH]c2cc(Cl)ccc2c1=O	0.7	0.9	9	27	5	nt	-0.49	-16	7	1530	1
O=C(O)c1cccc(Oc2cccc(Cl)n2)c1	0.8	0.9	7	18	4	-14	1.1	4	4	1619	1
Cc1cc(NC(=O)CCCn2nc([N+](=O)[O-])c(Cl)c2C)no1	1	1	1	-3	0	-8	nt	14	-2	1599	0.9
O=C(CCCN1C(=O)c2ccccc2C1=O)NCCN1C(=O)S/C(=C\c2cccs2)C1=O	1.1	1.1	-5	-14	-2	-1	1.2	1	1	1459	1.1
COc1ccc2cc(C(=O)C3CCCN(Cc4ccccn4)C3)ccc2c1 (centres undefined)	0.9	0.9	3	13	-3	-6	-0.8	10	0	1458	0.9
Cc1cccc(N2CCN(C3=NC(=O)/C(=C\c4cn[nH]c4-c4ccccc4)S3)CC2)c1	0.9	0.9	-10	8	-3	-3	nt	-23	-1	1393	0.9
Cc1ccc2cc(CN(Cc3cccs3)Cc3nnnn3CC3CCCO3)c(=O)[nH]c2c1C (centres undefined)	1	0.9	8	4	5	-14	nt	8	-7	1528	1
CCN1CCN(CC(=O)Nc2nc3ccc(OC)cc3s2)CC1	1	1	1	3	-4	nt	0.076	19	-4	1564	1.1
O=C(CCc1nnc(-c2ccccc2)o1)NCC1CCN(C2CCCC2)CC1	0.8	1	6	19	-4	-3	0.042	9	-4	1486	0.9
COc1ccc(Nc2nccc(OC)c2C#N)cc1	0.9	0.9	-3	10	0	nt	nt	-8	0	1616	1
COc1cccc(C(=O)COc2ccccc2N2C(=O)C3C4C=CC(C4)C3C2=O)c1 (centres undefined)	0.9	1	-2	13	3	6	nt	8	-2	1502	1
O=C(Nc1ccc(S(=O)(=O)Nc2nccc(C3Cc4ccccc4C(=O)O3)n2)cc1)c1ccccc1 (centres undefined)	0.8	1	2	21	0	nt	nt	2	-12	1460	1.1
c1ccc(-c2nnc3n2N=C(c2ccc4c(c2)OCO4)CS3)nc1	0.9	1	-6	13	12	nt	-0.17	4	-10	1607	0.9
CN(C)S(=O)(=O)c1cccc(NC(=S)N/N=C/c2cccc(O)c2)c1	0.9	1	3	9	0	-1	0.067	10	1	1450	1.1
CCOC(=O)c1[nH]c2ccc(OC)cc2c1N=CN(C)C	0.9	0.9	2	7	-1	6	nt	11	3	1555	0.8
COC(=O)CC1C(C(=O)OC)ON2OC(C(=O)OC)C(C(=O)OC)C12 (centres undefined)	0.9	1.1	-6	7	-2	8	1.8	-6	0	1627	1.1
Cc1cccc(OCCCCc2c(C)n[nH]c2C)c1	0.8	1	3	16	2	21	nt	4	4	1772	1
COCCn1c(SCC(=O)Nc2cc(C)nn2-c2ccccc2)nnc1-c1ccncc1	0.9	1	-7	8	2	-9	nt	-1	-1	1668	1.1
O=c1[nH]c(NCCO)nc2c1C1(CCCCC1)Cc1ccccc1-2	0.7	0.8	5	25	0	-19	-0.97	-2	4	1502	0.9
COc1cc(C2C3=C(CC(C)(C)CC3=O)OC(N)=C2[N+](=O)[O-])ccc1O (centres undefined)	0.8	1	-4	21	1	-6	nt	-9	2	1657	1.1

Some values from the entries so far.
`COc1ccc(CCNC(=O)c2noc3c2CCCC3)cc1OC` – PMI act = 0.9
`CC(/C=N/Nc1nnc(C)c(=O)[nH]1)=C\c1ccccc1` – Diaphorase inh = 3
